Salmonella PhoP GFP: PhoP-dependent GFP reporter repression – Salmonella Typhimurium, primary screen (AID 1863). S. Typhimurium PhoP-regulated promoter GFP reporter, 4 h; higher % means a stronger effect. inhibition, % at 50 µM, or IC50 in µM where a hit was titrated. 0.16% of 300,000 active;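 active means inhibition over 29.93%, a cutoff 3 SD above the screen mean, later confirmed by dose response; inconclusive means inhibition over 29.93% but no dose response follow-up; inactive means inhibition at most 29.93% or unconfirmed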;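 further: 0% = low Mg2+ inducing control and 100% = high Mg2+ repressing control; strong numbers were not always called active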
TNAP activators: human TNAP enzyme activators, primary screen, biochemical, luminescent, no phosphate acceptor, uHTS (AID 1001). purified TNAP, luminescent activation assay, no phosphate acceptor; higher activation fold means a stronger effect. activation fold at 20 µM; hits with a dose series show EC50 in µM. 0.03% of 200,000 active; in the data active means activation fold from about 3, or a potency from the dose series; inactive means the rest, 99 in 100 with activation fold below about 1.6; further: many of its hits are not listed in these tables
West Nile antiviral: inhibition of WNV-induced cytopathic effect – cell-based, CPE readout (AID 1621) | 0.02% of 290,000 active | West Nile virus-infected cells, CPE inhibition; higher % means a stronger effect | one-dose CPE inhibition, % at 10 µM; IC50 in µM for titrated hits; in the data active means a potency from the dose series; inconclusive means CPE inhibition mostly from about 3.7% at the one dose, without a potency; inactive means the rest, 99 in 100 with CPE inhibition below about 2.2%; further: strong numbers were not always called active
CSM14.1 death rescue: rescue of cells from ER stress-induced death, primary screen, 384-well, CSM14.1, thapsigargin, ATP luminescence (AID 1222); CSM14.1 thapsigargin-induced death rescue, ATP luminescence; higher % means a stronger effect; cellular ATP content (survival), % at 20 µM, or EC50 in µM where a hit was titrated; 190,000 tested, under 10 active;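 active means EC50 below 50 µM in the dose-response confirmation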;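 further: death triggered by thapsigargin at about 15 µM added after 2 h compound pretreatment; cell ATP read after overnight thapsigargin exposure of roughly 18 to 22 hours; normalized against plate controls of thapsigargin alone and 5% DMSO vehicle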
PMI inhibitors: inhibitors of human PMI, primary screen, biochemical, fluorescence intensity, coupled assay (AID 1209). purified PMI enzyme, coupled fluorescence intensity; higher % means a stronger effect. one-dose inhibition, % at 20 µM; IC50 in µM for titrated hits. 0.42% of 190,000 active;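 further: plate controls were DMSO vehicle for no effect and wells lacking substrate for full effect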
Large T inhibition: SV40 large T antigen inhibitors, biochemical (AID 1903). SV40 large T antigen ATPase/helicase inhibition assay; higher % means a stronger effect. inhibition, % at 20 µM, or IC50 in µM where a hit was titrated. 0.39% of 310,000 active; in the data active means a potency from the dose series; inconclusive means inhibition mostly from about 32% at the one dose, without a potency; inactive means the rest, 99 in 100 with inhibition below about 32%; further: strong numbers were not always called active
human PMI inhibitors: human PMI inhibitors, high substrate, primary screen, biochemical, fluorescence intensity, high mannose 6-phosphate (AID 1220) | 0.66% of 190,000 active | one-dose inhibition, % at 20 µM; IC50 in µM for titrated hits | recombinant PMI enzyme, coupled fluorescence intensity; higher % means a stronger effect
RSV CPE inhibition: RSV antiviral activity via CPE protection, HEp-2 cells, primary 10 µM value included (AID 2391). 0.13% of 310,000 active. HEp-2 cells, RSV-induced CPE inhibition; higher % means a stronger effect. one-dose CPE inhibition, % at 10 µM; IC50 in µM for titrated hits; in the data active means a potency from the dose series; inconclusive means CPE inhibition mostly from about 23% at the one dose, without a potency; inactive means the rest, 99 in 100 with CPE inhibition below about 21%; further: strong numbers were not always called active
Insulin prom up: MIN6 insulin promoter up-regulation; 0.3% of 190,000 active; AID 1625; MIN6 insulin promoter-GFP reporter, high-content imaging; stronger effect = higher value; z-score at 5 µM;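 active means z-score above 3 at 5 µM with at least 500 cells counted in the well; inconclusive means wells under 500 cells, flagged as cytotoxic or low count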
Insulin prom up cell count: recorded beside Insulin prom up, whose call it bears; cell count; measured here: cytotoxicity, nuclei count;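 total cells summed across four imaged fields per well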
* = called active by the depositor; ? = inconclusive; / = not tested or not shown. Unless noted, no stated cut-off is given here; in the data, active means inhibition above about 50%; inactive means the rest.

SMILES	Salmonella PhoP GFP	TNAP activators	West Nile antiviral	CSM14.1 death rescue	PMI inhibitors	Large T inhibition	human PMI inhibitors	RSV CPE inhibition	Insulin prom up	Insulin prom up cell count
CN(Cc1ccccc1)S(=O)(=O)c1ccc(OCC(=O)NCc2cccnc2)cc1	3.3%	/	0.3%	/	/	2.7%	/	4.6%	/	/
Cc1nc2c(c3c1[nH]c1ccccc13)C(O)CC(C)(C)C2 (centres undefined)	-4.0%	1.1	-1.6%	0.9%	-13.9%	7.5%	-13.0%	3.0%	-0.87	910
COc1ccc(-c2nc(-c3cccc(C)c3)no2)cc1OC	-8.0%	1.1	0.1%	-1.5%	-0.4%	4.1%	4.3%	8.2%	/	/
C/C(=N\Nc1cccc(C(=O)O)c1)c1ccc(Cl)s1	6.4%	1.1	1.1%	-5.1%	-84.6%	11.3%	-163.6%	0.8%	0	1319
CC1Oc2ccccc2N(Cc2cccnc2)C1=O (centres undefined)	-62.6%	1.1	2.1%	0.3%	-10.8%	-1.4%	-2.1%	0.0%	-0.69	1724
O=C(COC(=O)c1ccccc1NC(=O)c1ccco1)Nc1ccc2c(c1)OCO2	-11.7%	1.1	1.2%	1.3%	3.9%	31.5%	6.4%	0.6%	0.48	1041
CCOC(=O)c1cccc(NC(=O)c2cncc(Br)c2)c1	6.5%	1.1	-0.8%	-1.7%	-0.1%	0.2%	-7.7%	5.0%	?	/
CCOc1cccc(/C=C2\NC(=S)N(c3ccccc3)C2=O)c1O	2.0%	/	-0.6%	/	/	18.7%	/	10.4%	-0.41	1392
Cc1ccc(C(=O)Nc2cccc(C(=O)O)c2)cc1	-22.3%	1.1	0.1%	-1.2%	-4.2%	14.4%	0.4%	1.6%	-0.88	988
Cc1cc(C)nc(-n2nc(C)cc2NC(=O)CN2CCCC(C)C2)n1 (centres undefined)	-6.0%	1.1	0.1%	4.4%	3.3%	3.1%	4.4%	0.2%	-0.56	1321
Cc1onc(-c2ccccc2Cl)c1C(=O)NCc1ccc(S(N)(=O)=O)cc1	2.6%	1.1	0.3%	-0.2%	-4.6%	5.3%	0.2%	1.1%	-0.01	1068
CC1CCN(c2nc3ccc(C(=O)O)cc3s2)CC1	-4.4%	1.1	0.3%	-2.2%	-1.1%	-0.8%	-3.3%	1.8%	0.43	1627
CCCn1c(=O)[nH]c(=O)c2c1nc(-c1ccc(C(F)(F)F)cc1)n2CCOC	-4.3%	/	-0.5%	/	/	3.9%	/	1.4%	/	/
COc1ccc(C)cc1NC(=O)COC(=O)C1CC1	-4.4%	1.1	-0.9%	1.0%	-2.4%	15.7%	-6.1%	1.1%	0.83	938
O=C(NCCO)c1ccc(Cl)c(Cl)c1	5.7%	1	1.5%	-3.4%	6.5%	16.8%	6.9%	1.9%	0.8	1187
CC(=O)N1CN(C2CCCC2)Cc2c1sc1c2CCCC1	-0.8%	1.1	-0.1%	-3.2%	28.7%	-0.9%	22.9%	-1.7%	0.97	2064
Cc1cc(C)n(-c2nc3ccccc3nc2NCCc2ccccc2)n1	-7.1%	0.9	0.8%	-2.3%	2.6%	-1.9%	0.6%	6.2%	0.35	991
COc1cccc(/C=N/Nc2ncnc3c2ncn3Cc2ccccc2)c1O	-9.7%	2.5	?	-2.0%	0.5%	18.1%	-17.4%	5.6%	-0.9	604
CC(C)(C)c1ccc(OCC(O)CN2CCN(c3ccccn3)CC2)cc1 (centres undefined)	-8.4%	/	0.3%	/	/	5.9%	/	1.4%	/	/
CCC(CC)N1CCN(CC2CC=CCC2)CC1 (centres undefined)	-4.0%	1.1	0.3%	-0.7%	12.2%	9.7%	9.7%	-1.2%	0.64	1311
CCCC(C(=O)OCCN(CC)CC)(c1ccccc1)c1ccccc1	-5.5%	/	-0.3%	/	/	4.1%	/	-2.5%	/	/
C=CCc1cc(/C=C2/NC(=O)NC2=O)cc(OCC)c1O	-5.9%	1	-0.9%	-0.4%	3.6%	31.0%	11.1%	-0.5%	-0.32	1047
Cc1ccc(OS(=O)(=O)c2ccccc2)c(/C=N/N=C2\NC(=O)C(C)S2)c1 (centres undefined)	-1.3%	1.1	3.3%	-0.5%	10.4%	-0.1%	14.4%	-0.4%	/	/
Cc1nc2ccccc2n1CC(=O)N/N=C/c1cccs1	17.4%	1.1	-0.6%	2.5%	11.1%	7.9%	2.4%	1.0%	-0.02	1220
O=C(CCCN1C(=O)/C(=C\c2cccs2)SC1=S)Nc1ccc(O)cc1C(=O)O	5.0%	/	0.1%	/	/	15.7%	/	0.3%	/	/
Further records follow:
SMILES	Salmonella PhoP GFP	TNAP activators	West Nile antiviral	CSM14.1 death rescue	PMI inhibitors	Large T inhibition	human PMI inhibitors	RSV CPE inhibition	Insulin prom up	Insulin prom up cell count
Cn1c(SCC(=O)NC2CCCC2)nnc1-c1ccccn1	-1.8%	/	0.1%	/	/	15.2%	/	0.8%	/	/
O=C(CN1CCN(c2ccccn2)CC1)N(c1ccccc1)c1ccc2ccccc2c1	4.9%	1.1	/	3.4%	-7.9%	13.2%	-3.2%	16.5%	-0.23	973
CC1(c2ccc(Cl)cc2)NC(=S)N2C1NC(=S)N2c1ccccc1 (centres undefined)	-4.5%	/	0.4%	/	/	21.1%	/	-1.2%	-0.1	1032
CC1(C)Cc2c(C#N)c(N3CCOCC3)nc(-c3ccccc3)c2CO1	7.0%	1	0.3%	-0.5%	-4.9%	0.3%	0.2%	1.9%	-0.21	1028
COc1ccc(-c2nc(NC(=O)C3=NN(c4cccc(C)c4)C(=O)CC3)sc2C)cc1	-5.2%	1.1	-0.7%	0.4%	1.7%	-1.4%	13.6%	3.7%	-1.7	1114
COC(=O)C(C(=O)OC)C(c1ccccc1)C(C(=O)c1ccccc1)[N+](=O)[O-] (centres undefined)	-9.4%	/	0.7%	/	/	6.7%	/	0.3%	-0.24	1005
COc1ccc(C2CC(c3ccc(Cl)cc3)Nc3nc(NC(=O)c4ccco4)nn32)cc1 (centres undefined)	4.9%	1	-0.3%	-2.2%	3.5%	6.8%	4.8%	/	/	/
CCc1nc2n[nH]c(N)c2c2c1CCCC2	3.7%	1.1	0.1%	-1.1%	16.4%	5.5%	18.0%	7.9%	/	/
CC(C)CCNC(=O)C(=O)Nc1cc2c3c(c1)CCC(=O)N3CCC2	-3.3%	/	0.0%	/	/	-2.7%	/	-1.1%	/	/
O=C(CN1CCC(NC(=O)c2ccccc2Cl)CC1)NCc1ccccc1	2.0%	/	-0.8%	/	/	4.7%	/	0.6%	/	/
Cc1ccc(OCCCCn2cnc3ccccc32)c(C)c1	11.9%	1	-1.5%	6.9%	6.2%	10.6%	2.4%	-1.0%	-5.73	667
O=C(Nc1c2c(nn1-c1ccc(F)cc1)CSC2)c1ccc(S(=O)(=O)N2CCOCC2)cc1	-2.0%	1.1	-0.1%	-1.8%	11.1%	7.1%	8.1%	3.1%	0	1902
CCC1Sc2ccc(S(=O)(=O)CCC(=O)Nc3cccc(Br)c3)cc2NC1=O (centres undefined)	-5.2%	/	-0.5%	/	/	8.4%	/	12.3%	/	/
CCN(CC)S(=O)(=O)c1ccc(N/N=C(\C)c2ccncc2)c([N+](=O)[O-])c1	5.1%	/	-0.6%	/	/	-1.6%	/	-1.3%	/	/
O=C(NCc1cccnc1)c1cnn2ccccc12	4.9%	1.1	0.1%	-0.8%	8.3%	1.7%	14.2%	1.1%	-7.96	519
c1ccc2nc(-c3ccc(-n4ccnc4)cc3)ccc2c1	19.3%	/	-1.2%	/	/	0.3%	/	14.5%	/	/
N=c1oc2ccccc2cc1C(=O)NC1CCCCCC1	-0.7%	/	-0.5%	/	/	-0.3%	/	3.3%	/	/
Cn1cc([N+](=O)[O-])c(C(=O)Nc2cc(Oc3cccnc3)cc([N+](=O)[O-])c2)n1	7.4%	1.2	-0.5%	3.7%	-4.7%	2.4%	-3.0%	0.6%	-0.32	1534
CCCN(CCC)C(=S)NC(=O)c1ccc(Cl)cc1Cl	-0.2%	1.1	0.2%	0.6%	5.4%	0.6%	87.2%*	-1.7%	/	/
Cc1nn(C)c(C)c1S(=O)(=O)N(CC(=O)Nc1ccccn1)c1ccc(C(C)C)cc1	-4.5%	1.1	-0.4%	-1.2%	4.9%	8.1%	9.1%	0.5%	0.19	1163
CCC(=O)c1ccc(N2CCCCCC2)c(F)c1	-0.1%	1	-0.2%	-2.6%	3.0%	5.0%	-5.1%	6.4%	1.66	632
Cc1nnnn1CC(=O)Nc1ccccc1[N+](=O)[O-]	-7.0%	1.1	-0.3%	-5.0%	8.2%	17.4%	1.9%	1.3%	/	/
COc1ccc(-c2cc(C)no2)cc1S(=O)(=O)N(C)c1ccc(C)c(C)c1	-0.1%	/	-1.7%	/	/	8.7%	/	?	/	/
COc1cccc(C2=CC(c3cccs3)n3nnnc3N2)c1 (centres undefined)	-33.1%	1.1	-0.1%	-5.9%	1.4%	-0.8%	2.4%	0.7%	/	/
CC(C)(C)NC(=O)NC(=O)CN1CCCCCCC1	3.8%	1.1	-0.2%	-1.8%	-1.1%	12.4%	-4.4%	-0.9%	-0.18	1113
Continued:
SMILES	Salmonella PhoP GFP	TNAP activators	West Nile antiviral	CSM14.1 death rescue	PMI inhibitors	Large T inhibition	human PMI inhibitors	RSV CPE inhibition	Insulin prom up	Insulin prom up cell count
CCOc1ccc(NC(=O)CC2Nc3ccccc3NC2=O)cc1 (centres undefined)	-3.1%	1.1	-0.2%	-0.7%	7.3%	3.0%	8.2%	1.6%	0.12	1719
Clc1ccc(-c2cn(-c3ccccc3)c3[n+]2CCS3)cc1	-3.5%	1.1	?	-1.7%	8.1%	24.6%	0.6%	-1.2%	-0.61	949
CC(C)C1(C)C(=O)N=C2c3ccccc3C(=O)N21 (centres undefined)	7.7%	1	0.5%	2.9%	8.1%	0.9%	2.6%	1.4%	-0.16	1042
CC1CCc2c(sc3nc4n(c(=O)c23)CCS4)C1 (centres undefined)	-7.6%	1	-0.5%	1.4%	3.3%	23.7%	1.1%	7.0%	0.47	926
COc1ccccc1OCc1nc(C#N)c(N2CC(C)CC(C)C2)o1 (centres undefined)	7.5%	1.1	/	-0.5%	6.1%	8.1%	5.4%	1.8%	-0.61	882
O=C(COC(=O)c1cc(Cl)ccc1[N+](=O)[O-])Nc1cccc2ccccc12	4.7%	1	0.2%	-2.5%	-4.3%	5.9%	-2.7%	1.9%	1.03	1299
Cc1ccc(-n2c(-c3cc(C)n(C)n3)n[nH]c2=S)cc1	-4.1%	0.8	0.2%	1.8%	-6.9%	17.3%	8.0%	1.7%	/	/
O=C(Cc1ccccc1)Nc1ccccc1C(=O)N1CCN(c2ccccc2)CC1	-7.3%	/	-0.4%	/	/	17.8%	/	1.2%	/	/
COc1ccccc1CN1CCC(n2nccc2NC(=O)CCc2ccccc2)CC1	-1.4%	/	-0.2%	/	/	6.5%	/	-0.6%	/	/
Cc1c(NC(=O)C2C3C=CC(C3)C2C(=O)O)c(=O)n(-c2ccccc2)n1C (centres undefined)	-6.9%	1.1	-0.2%	-0.8%	-9.0%	0.6%	-7.1%	0.3%	-0.89	936
CN(C)c1ccc(C(=O)Nc2ccc(S(=O)(=O)Nc3nccs3)cc2)cc1	3.0%	/	0.1%	/	/	4.5%	/	2.3%	/	/

Bioassay records as filed in PubChem.
